Screening results deposited in PubChem by several laboratories.
NOD1 NF-kB reporter: NOD1 signaling inhibitors, primary screen, cell-based, luminescence, uHTS (AID 1578); inhibition, % at 4 µM, or EC50 in µM where a hit was titrated; actives 1% (n = 290,000); NOD1-driven NF-kB luciferase reporter cells, luminescence; higher % means a stronger effect; in the data active means inhibition mostly above about 36%, no sharp cut-off; inactive means mostly below about 34%;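 further: HEK-293T reporter cells stimulated with the NOD1 agonist gamma-tri-DAP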
MT stabilizer: microtubule stabilizers in HeLa cells, primary screen, imaging, high-content imaging. HeLa tubulin immunostaining HCS, 24 h; share of cells brighter than vehicle mean+2SD. % tubulin-high responders, % at 10 µM. actives 0.83% (n = 200,000);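 active means plate Z-score above 3 for both tubulin-high and condensed-nucleus cell shares, with cell loss under 80%, at 10 µM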;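 further: anti alpha tubulin signal scored within the nucleus-defined area of each cell; some results filed as inactive read as strong as hits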
Dynein transport: inhibitors of GR-EGFP nuclear translocation, primary screen, dynein cargo transport inhibitor project, imaging, high-content, 3617.4 mouse cells. actives 0.47% (n = 220,000). AID 1381, 2008. z-score, hits read low. test concentration mostly 20 µM; stimulated with dexamethasone, 1 µM; stronger effect = lower value;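 active means plate z-score of nuclear minus cytoplasmic receptor signal below a set negative limit, without overly bright fluorescence or cell loss, cut at about -3.5 in these data, passing the limit was not always enough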;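 further: z-score of nuclear minus cytoplasmic ring GR-EGFP intensity difference per well; some compounds called inactive have numbers as strong as hits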
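medium = tetracycline-free induction medium containing charcoal-stripped FBS | also added = 1.0 µM final dexamethasone stimulus | schedule = 48 h induction, 1 h compound, 30 min dex at 37 °C | technique = fixed, Hoechst-stained cells imaged at 10x for EGFP | measure = GR-EGFP nuclear translocation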
Yfh1-depleted yeast: enhancers of respiration in Yfh1-depleted yeast, dose response, Friedreich's ataxia, plus single-dose screen (AID 1465). one-dose fold induction at 50 µM; EC50 in µM for titrated hits. actives 0.074% (n = 220,000). S. cerevisiae Yfh1-off respiration, WST-1 reduction, 72 h; higher fold induction means a stronger effect;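 active means fold induction of absorbance versus untreated yeast above a set limit, then at least 30% activation at any dose in follow-up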;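 further: activators that raise dye reduction in frataxin-depleted yeast; strong numbers were not always called active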
bCat nuc transl: modulators of beta-catenin nuclear translocation, primary screen, imaging, HeLa cells, immunofluorescence, high-content | nuclear translocation activity, % at 5 µM | actives 0.3% (n = 190,000);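 active means nuclear translocation activity above 50% at 5 µM, with a well cell count of 50 or more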;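 further: per-cell ratio of nuclear to cytoplasmic median beta-catenin stain intensity; plate controls were DMSO negative control for no effect and GSK-3 inhibitor IX positive control for full effect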
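Assay system: human HeLa cells, native beta-catenin; doses: 5 µM primary, 0.02–20 µM confirmation; incubation: compound treatment 24 h, 37°C, 5% CO2; technique: fluorescence imaging of beta-catenin antibody stain plus DAPI; measure: % activation, nuclear-to-cytoplasmic median beta-catenin signal ratio per cell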
Autophagy HCS: autophagy modulators in MEF cells, primary screen, imaging, high-content, MEF GFP-LC3. MEF GFP-LC3 puncta imaging; test concentration mostly 10 µM. calls only at 10 µM (by protocol). actives 0.98% (n = 190,000);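 active means percentage of spot-positive cells more than 3 SD above its plate mean, without a fluorescence outlier flag or 80% toxicity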;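 further: spot-positive cell cutoff set from DMSO-treated cells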
HEK293 NOD2/NF-kB: NOD2 signaling inhibitors, cell-based, luminescence, uHTS, HEK293 (AID 1566). HEK293 NOD2/NF-kB luciferase reporter, luminescence; higher % means a stronger effect. inhibition, % at 4 µM, or EC50 in µM where a hit was titrated. actives 0.63% (n = 290,000); in the data active means inhibition above about 50%; further: many of its hits are not listed in these tables
P. falciparum M17LAP: P. falciparum M17LAP inhibitors, primary screen, biochemical, fluorogenic H-Leu-NHMec substrate, 1536-well (AID 1619). Leucine aminopeptidase (Plasmodium falciparum (isolate 3D7)). recombinant M17LAP, H-Leu-NHMec fluorogenic kinetic assay; higher % means a stronger effect. one-dose inhibition, % at 30 µM; IC50 in µM for titrated hits. actives 0.38% (n = 220,000);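 active means compound inhibiting the enzyme by more than half at any dose during confirmatory dose-response retesting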;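 further: plate controls were full reaction with DMSO carrier for no effect and no enzyme background for full effect; strong numbers were not always called active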
Ins promoter up: insulin promoter activators in MIN6 cells, imaging, high-content screening, mouse beta cells; MIN6 insulin promoter-GFP reporter; stronger effect = higher value; z-score at 5 µM; actives 0.3% (n = 190,000); AID 1625, 2009;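 active means z-score above 3 at 5 µM with at least 500 cells counted in the well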
Dynein transport cytoplasmic EGFP: further read-out of Dynein transport, marked with its call; z-score; measured here: cytoplasmic GR-EGFP intensity; stronger effect = higher value
Dynein transport nuclear GR-EGFP: also measured in Dynein transport; calls as there; z-score; measured here: nuclear GR-EGFP intensity;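 lower value marks the stronger effect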
Dynein transport cell count: second read-out of Dynein transport, no call of its own (marks repeat the call); z-score; measured here: cell count per field
Ins promoter up cell count: also measured in Ins promoter up; calls as there; cell count; measured here: cytotoxicity, nuclei count;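 total cells summed across four imaged fields per well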
bCat nuc transl cell count 5 µM: further read-out of bCat nuc transl, marked with its call; cell count; measured here: cell count, cytotoxicity flag
MT stabilizer Hoechst-high %: recorded beside MT stabilizer, whose call it bears; % Hoechst-high responders; measured here: nuclear condensation Hoechst responders;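 share of cells brighter than vehicle mean plus two SD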
MT stabilizer cytotoxicity %: also measured in MT stabilizer; calls as there; toxicity, %; measured here: cytotoxicity by cell density;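 0% = mean cell density of plate MIN control wells and 100% = no cells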
Autophagy HCS cell loss 18 h: also measured in Autophagy HCS; calls as there; toxicity, %; measured here: cell loss, nuclei count;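 cell loss after 18 h compound exposure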
Starred values were filed as active, the others as inactive; i = inactive; . = no result given. Some of the compounds tested (hit frequency here may not be typical).

SMILES	NOD1 NF-kB reporter	MT stabilizer	MT stabilizer Hoechst-high %	MT stabilizer cytotoxicity %	Dynein transport	Dynein transport cytoplasmic EGFP	Dynein transport nuclear GR-EGFP	Dynein transport cell count	Yfh1-depleted yeast	bCat nuc transl	bCat nuc transl cell count 5 µM	Autophagy HCS	Autophagy HCS cell loss 18 h	HEK293 NOD2/NF-kB	P. falciparum M17LAP	Ins promoter up	Ins promoter up cell count
COc1ccc(CCNC(=O)CSc2nnc(-c3cccc(F)c3)o2)cc1OC	5%	5.4	2.4	9.7	-0.58	-0.2	-0.043	0.19	i	-3.5	950	i	-10	14%	3%	.	.
CN1CCN(c2ccc(S(=O)(=O)N3CCCCC3)cn2)CC1	4%	2.1	1.7	6.5	0.33	-0.19	0.4	-0.59	i	.	.	i	26	15%	19%	-0.83	927
C=CCc1ccccc1OCC(=O)O	-6%	.	.	.	0.84	-0.2	1.1	-0.61	i	-1.6	1275	.	.	-5%	2%	0.3	897
CC/C(=C/c1sc2ccccc2[n+]1CC)SC	-12%	2.8	2.9	2.6	1.7	-0.19	1.2	-1.5	i	-3.4	1106	i	8	15%	43%	-0.58	692
Cc1ccccc1N(CC(=O)NC1CCCC1)C(=O)CS(=O)CC(=O)Nc1ccc2c(c1)OCO2 (stereo not given)	2%	3.9	3.3	10	0.34	-0.33	0.036	0.53	i	-8.2	1010	i	3	-3%	18%	0.03	1148
CCC(=O)Nc1ccc(S(=O)(=O)NCC2CCCO2)cc1 (stereo not given)	-14%	1.0	0.9	3.4	-0.17	-0.015	0.37	0.00066	i	-1.4	1088	i	11	-5%	0%	0.22	833
CCOc1ccccc1Nc1nc(N)nc(CN(C)C2CCCCC2)n1	-7%	3.2	3.3	6.0	-0.64	-0.28	-0.28	1.8	.	0.9	1069	i	5	-3%	12%	-0.48	1111
CC(C)(CNC(=O)c1cc2ccccc2o1)N1CCOCC1	-4%	5.8	2.3	4.6	-0.39	-0.098	-0.18	0.84	i	-1.3	998	i	12	3%	5%	0.12	1222
CC(C)Oc1ccc(C(=O)NC(=S)Nc2ccc(Cl)c(C(=O)O)c2)cc1	6%	.	.	.	-0.22	-0.29	-0.13	-0.1	i	0.4	1280	.	.	1%	7%	1.1	1345
Cc1ccc(C(=O)Oc2cccnc2)cc1[N+](=O)[O-]	-12%	6.3	1.4	1.7	0.037	-0.088	-0.33	-1.1	i	-1.4	952	i	-13	18%	-3%	-0.02	1137
CC1CCN(c2[nH]c(=S)c(C#N)c3c2CCCC3)CC1	-3%	1.2	1.7	5.8	-0.95	-0.075	-0.47	-0.037	i	0.0	1046	i	-5	6%	8%	.	.
C=CCNC(=O)CSc1nnc(-c2ccncc2)n1CCc1ccccc1	24%	2.6	1.6	8.5	-0.12	-0.25	-0.19	0.96	i	4.3	396	i	4	10%	-7%	.	.
Cc1cccc(OCC(=O)N2CCCc3ccccc32)c1	-28%	2.3	1.9	9.2	-0.11	-0.26	0.18	0.76	i	-1.7	953	i	-4	-3%	.	0.24	1628
Cc1cc2c(nn1)CCc1nonc1-2	-17%	4.4	1.5	5.7	1.5	-0.15	0.46	-1.7	i	-0.3	1071	i	-1	3%	-8%	-0.01	1114
O=C(Nc1cccc2c1CCCC2)c1cc([N+](=O)[O-])ccc1Cl	28%	3.9	1.2	5.4	-0.0095	0.088	-0.015	-0.24	i	0.8	1338	i	4	-43%	6%	-0.02	1481
CC(C)(C)C(=O)C(Oc1cccc2nonc12)n1cncn1 (stereo not given)	2%	5.1	2.3	3.4	-0.42	-0.32	-0.11	-0.38	i	1.1	1122	i	3	6%	0%	-0.35	1285
CCN1CC2=C(OC(N)=C(C#N)C2c2cccs2)/C(=C/c2cccs2)C1 (stereo not given)	21%	2.8	1.2	7.3	-0.62	0.084	-0.43	-0.97	i	.	.	i	4	3%	0%	-1.5	1198
Cc1ccc(NC(=O)COC(=O)c2ccc(F)cc2Cl)c(Br)c1	-45%	2.5	3.4	3.0	-0.72	-0.19	-0.28	1.4	i	1.0	1097	i	-12	0%	16%	1.8	1508
CNc1cncc(C(=O)O)c1	-54%	2.2	3.1	7.4	-0.46	-0.35	-0.64	-0.36	i	-1.8	1002	i	-1	-3%	1%	-0.48	1649
CN(/N=C/c1c[nH]c2ccccc12)c1cnn(-c2ccc(F)c(Cl)c2)c(=O)c1Cl	-26%	1.6	1.0	9.5	-1	1	-0.17	1.7	i	.	.	i	21	9%	-1%	1.2	1148
O=C(N/N=C/c1cccnc1)C(O)c1ccccc1 (stereo not given)	-20%	2.6	2.6	2.7	0.62	-0.2	0.56	-0.51	i	3.0	527	i	-1	-17%	3%	0.47	1248
Cc1ccc(S(=O)(=O)N(C)c2nonc2C)cc1	-4%	1.5	1.7	11	0.4	-0.14	0.67	-1.4	i	-8.7	1035	i	29	6%	1%	.	.
C/C(O)=C(\C#N)c1nc2ccccc2[nH]1	-9%	2.4	2.2	4.7	-0.29	-0.45	-0.095	0.34	i	.	.	i	-5	0%	2%	.	.
Cn1cnnc1SCC(=O)Nc1ccc(F)cc1F	3%	4.1	2.4	8.2	0.27	-0.26	0.78	-0.69	i	-0.7	1007	i	-9	-3%	2%	0.68	1477
CCOc1ccc2[nH]c(=O)c(CN(CCO)C(=O)c3ccc(OC)c(OC)c3)cc2c1	15%	1.8	1.3	3.9	2.5	-0.2	1	-1.2	i	-0.8	1153	i	-6	10%	-17%	-0.31	806

The closing two compounds of the part before are carried over, then new ones follow:
SMILES	NOD1 NF-kB reporter	MT stabilizer	MT stabilizer Hoechst-high %	MT stabilizer cytotoxicity %	Dynein transport	Dynein transport cytoplasmic EGFP	Dynein transport nuclear GR-EGFP	Dynein transport cell count	Yfh1-depleted yeast	bCat nuc transl	bCat nuc transl cell count 5 µM	Autophagy HCS	Autophagy HCS cell loss 18 h	HEK293 NOD2/NF-kB	P. falciparum M17LAP	Ins promoter up	Ins promoter up cell count
Cn1cnnc1SCC(=O)Nc1ccc(F)cc1F	3%	4.1	2.4	8.2	0.27	-0.26	0.78	-0.69	i	-0.7	1007	i	-9	-3%	2%	0.68	1477
CCOc1ccc2[nH]c(=O)c(CN(CCO)C(=O)c3ccc(OC)c(OC)c3)cc2c1	15%	1.8	1.3	3.9	2.5	-0.2	1	-1.2	i	-0.8	1153	i	-6	10%	-17%	-0.31	806
O=C(c1cccc(F)c1)N1CCN(S(=O)(=O)Cc2ccccc2)CC1	-2%	.	.	.	0.68	-0.24	0.76	-0.29	i	0.0	1301	.	.	2%	0%	-0.25	1046
CCOC(=O)c1c(NC(=O)CSc2ncccn2)sc2c1CCN(Cc1ccccc1)C2	13%	1.3	1.1	8.3	-0.021	0.92	0.68	-1.1	i	-1.5	963	i	14	5%	13%	-0.74	1258
COc1cccc2cc(C(C)N(CCCN3CCOCC3)C(=S)Nc3cccc(C)c3C)oc12 (stereo not given)	-34%	1.0	3.0	7.2	0.11	-0.013	-0.22	0.42	i	1.4	837	i	1	7%	6%	-0.58	1207
COc1ccc(CCC(C(O)C(F)(F)F)S(=O)c2ccccc2)cc1 (stereo not given)	.	2.0	2.9	5.2	-1.2	0.4	-0.46	0.73	i	.	.	i	-4	11%	7%	-0.7	1376
Cc1cc([N+](=O)[O-])c(NCCCCCCO)c([N+](=O)[O-])c1	.	2.1	1.0	8.2	0.44	-0.17	0.82	0.93	i	.	.	i	2	.	.	.	.
N#CC1=C(N)NC(SCc2ccc(Cl)cc2)=C(C#N)C12CCCCC2	-8%	11	4.8	12	-0.17	-0.29	-0.11	0.39	i	14	839	i	11	8%	12%	.	.
Cc1nc([N+](=O)[O-])c(Br)n1CC(=O)c1ccc(F)cc1	28%	2.3	1.2	3.4	-6.1*	1.8*	-2.6*	-0.035*	i	0.3	1092	i	0	10%	-2%	.	.
CCO[C@@H]1OC(C(=O)Nc2ccccc2)=C[C@H](c2csc3ccccc23)[C@H]1CCCO	-4%	3.7	1.2	11	1.5	0.046	1.4	-2.1	i	0.9	1158	i	-2	-10%	-7%	-2.4	1196
COc1ccc(C(=O)c2nc3c(n2O)CCCCC3)cc1	-17%	1.4	1.4	6.3	2.2	0.022	0.96	-0.61	i	.	.	i	-9	-13%	17%	2.1	991
COCCn1c(C)cc(C(=O)COC(=O)c2ccc3ncsc3c2)c1C	-22%	1.6	2.5	11	1	-0.0097	1.3	-1.2	i	-0.5	1210	i	2	-8%	-1%	-0.05	1212
O=C(CSc1nc2ccccc2o1)Nc1nc(-c2ccccc2)cs1	-17%	5.0	2.9	8.8	-0.76	-0.26	-0.42	0.34	i	0.6	960	i	4	3%	6%	1.2	2375
Cc1nc2ccc(NC(=O)N3CCC(c4ccccc4)C3)cc2nc1C (stereo not given)	11%	3.0	1.2	5.0	-0.14	-0.23	0.11	0.1	i	.	.	i	-1	2%	-108%	-0.56	1234
CS(=O)(=O)N1CCC(C(=O)Nc2ccc(C(F)(F)F)cc2)CC1	-24%	2.0	1.8	0.9	-0.79	-0.19	-0.3	0.93	i	4.6	549	i	17	6%	-1%	.	.
Cc1cc(C)c(-c2csc(NC(=O)COC(=O)c3ccc4c(c3)OCO4)n2)c(C)c1	-3%	5.3	2.0	5.2	1.6	-0.2	0.55	-1.6	i	.	.	i	2	-1%	8%	0.03	1355
Clc1ccc(Nc2nc(C3CC3)cs2)cc1	-51%	3.0	3.7	5.6	0.11	-0.15	0.37	-0.09	.	-6.5	1128	i	6	-91%	2%	0.92	907
